hIAP act – increases human intestinal alkaline phosphatase activity | P09923 | activation factor at 10 µM | actives 0.16% (n = 330,000) | purified human IAP, CDP-Star luminescence, 30 min; active compounds read high; 1 = vehicle-only enzyme, 0 = enzyme-free background | AID 2524;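 active = activation factor of the enzyme at least 2-fold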; note: the source names both 10 and 20 µM as test concentration; values of inactives mirror those of a sister screen read the other way
Target sequence (P09923 whole entry, looked up): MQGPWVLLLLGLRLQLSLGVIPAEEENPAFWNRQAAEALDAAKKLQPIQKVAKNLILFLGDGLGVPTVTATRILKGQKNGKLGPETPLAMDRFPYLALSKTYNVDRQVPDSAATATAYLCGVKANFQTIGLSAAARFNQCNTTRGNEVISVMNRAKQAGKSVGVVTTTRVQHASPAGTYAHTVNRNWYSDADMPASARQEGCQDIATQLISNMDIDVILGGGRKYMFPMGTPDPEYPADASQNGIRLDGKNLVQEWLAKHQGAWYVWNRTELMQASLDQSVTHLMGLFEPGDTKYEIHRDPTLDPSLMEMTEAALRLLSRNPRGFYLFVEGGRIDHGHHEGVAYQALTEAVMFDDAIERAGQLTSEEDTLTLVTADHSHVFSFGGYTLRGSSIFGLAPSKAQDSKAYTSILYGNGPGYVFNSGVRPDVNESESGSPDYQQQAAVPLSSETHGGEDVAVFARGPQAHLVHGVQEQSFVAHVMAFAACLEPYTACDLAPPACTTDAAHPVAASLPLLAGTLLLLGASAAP
mIAP act – increases mouse intestinal alkaline phosphatase activity. muIAP, CDP-Star luminescence, 30 min; active compounds read high; 1 = vehicle-only enzyme signal, 0 = enzyme-free wells. activation factor at 10 µM. actives 0.24% (n = 330,000). AID 2805;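 active = activation factor of at least 2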; note: the source names both 10 and 20 µM as test concentration; values of inactives mirror those of a sister screen read the other way
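Assay system: mouse IAP enzyme; reagent: chemiluminescent substrate CDP-Star; dosing: test compounds delivered from DMSO solution; schedule: 30 min at room temperature; measured by: luminescence from enzymatic CDP-Star hydrolysis; controls: DMSO-only wells and no-enzyme negative control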
A3A deaminase – inhibitors of human APOBEC3A DNA deaminase. actives 0.41% (n = 330,000). P31941. inhibition, % at 20 µM. AID 493011. recombinant A3A, FAM/TAMRA ssDNA deamination fluorescence;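 active = at least 40% inhibition at 20 µM here, with at most 30% in a related deaminase screen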;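 note: plate controls were A3A with DMSO for no effect and wells lacking A3A enzyme for full effect; some results filed as inactive read as strong as hits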
Target sequence (P31941 whole entry, looked up): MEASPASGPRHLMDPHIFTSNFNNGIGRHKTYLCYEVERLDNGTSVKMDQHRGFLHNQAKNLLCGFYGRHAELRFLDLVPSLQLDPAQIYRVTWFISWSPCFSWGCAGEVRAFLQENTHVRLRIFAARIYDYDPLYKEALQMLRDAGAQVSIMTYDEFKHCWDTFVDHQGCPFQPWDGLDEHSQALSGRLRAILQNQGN
NALP3 yeast inh – NALP3 inhibition in yeast | actives 0.39% (n = 330,000) | inhibition, % at 10 µM | Yeast reconstituted NLRP3/ASC/caspase-1, beta-gal luminescence, 24 h;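 active = inhibition of 50% or more; inactive = inhibition below 50%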;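 note: plate controls were induced DMSO wells for no effect and uninduced yeast grown without galactose for full effect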
A3G deaminase – inhibitors of human APOBEC3G DNA deaminase; recombinant A3G, ssDNA deamination FAM/TAMRA fluorescence; inhibition, % at 20 µM; actives 0.28% (n = 330,000); AID 493012;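 active = inhibition of at least 40% at 20 µM, with no more than 30% in the related APOBEC3A deaminase screen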;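 note: plate controls were DMSO wells with A3G for no effect and wells lacking A3G enzyme for full effect; some compounds called inactive have numbers as strong as hits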
Target sequence (Q9HC16 whole entry, looked up): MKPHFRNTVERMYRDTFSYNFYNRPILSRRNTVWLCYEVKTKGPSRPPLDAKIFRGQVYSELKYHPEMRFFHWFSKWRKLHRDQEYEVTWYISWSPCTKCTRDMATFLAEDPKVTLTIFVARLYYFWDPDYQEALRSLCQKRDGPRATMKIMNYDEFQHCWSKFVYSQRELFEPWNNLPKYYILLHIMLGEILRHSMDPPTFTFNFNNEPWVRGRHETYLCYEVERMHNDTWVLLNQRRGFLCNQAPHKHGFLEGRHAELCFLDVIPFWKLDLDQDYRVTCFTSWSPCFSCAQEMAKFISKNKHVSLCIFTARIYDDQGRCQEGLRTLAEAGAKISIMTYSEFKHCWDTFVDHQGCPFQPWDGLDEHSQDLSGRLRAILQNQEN
hIAP block – blocks human intestinal alkaline phosphatase; purified IAP, CDP-Star luminescence, 30 min; inhibition, % at 10 µM; actives 0.12% (n = 330,000);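 active = inhibition reaching a set limit with compound at 10 µM in the primary screen, cut at about 35% in these data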;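 note: plate controls were DMSO wells with enzyme for no effect and no-enzyme buffer wells for full effect; values of inactives mirror those of a sister screen read the other way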
SENP1 FRET inh – blocks the human SENP1 SUMO protease catalytic domain. recombinant SENP1 catalytic domain, CyPet-SUMO1-YPet FRET cleavage. inhibition, % at 10 µM. actives 0.21% (n = 360,000). Q9P0U3;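 active = inhibition at least 30% at 10 µM, raw YFP signal under a set limit, fluorescence ratio 0.5 to 1.5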;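 note: 0% = enzyme with DMSO and 100% = no enzyme wells; some results filed as inactive read as strong as hits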
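system = hSENP1 catalytic domain, recombinant | reagent = SFCypet-SUMO1-SFYpet substrate at 25 nM | doses = one dose per compound, 10 µM, 0.5% DMSO | incubation = enzyme reaction for 50 min at room temperature, dark | measured by = FRET, CFP and YFP emission | controls = no-enzyme low, enzyme-DMSO high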
mIAP inh – mouse IAP inhibition. purified mouse IAP, CDP-Star luminescence, 30 min. inhibition, % at 10 µM. actives 0.2% (n = 330,000);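 active = inhibition of at least 40% at 10 µM in the primary screen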;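 note: plate controls were DMSO with enzyme for no effect and no enzyme wells for full effect; values of inactives mirror those of a sister screen read the other way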
beta cell repl – induces beta-cell replication in MIN6 cells; MIN6 cells proliferation, ATPlite luminescence, 48 h; cells starved in 0.2% serum; 100% = growth in 10% serum; proliferation, % at 10 µM; actives 0.29% (n = 330,000); AID 2380;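 active = compounds whose signal lies at least 3.5 SD above the mean of all wells on their plate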;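 note: 0% = DMSO-treated cells in low-serum medium and 100% = 10% serum control; some compounds called inactive have numbers as strong as hits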
Starred values were filed as active, the others as inactive; nt = no result given. Not all compounds are listed (hit frequency here may not be typical).

SMILES | hIAP act | mIAP act | A3A deaminase | NALP3 yeast inh | A3G deaminase | hIAP block | SENP1 FRET inh | mIAP inh | beta cell repl
COc1ccc(Nc2c(C)cccc2C)cc1 | 1 | 0.95 | 11 | -105 | 12 | 0 | 1 | 5 | -2
N=Nc1c(O)n(CC(=O)Nc2ccccc2)c2ccccc12 | 1.1 | 0.86 | -6 | 31 | -6 | -5 | 4 | 14 | -4
O=C1Nc2ccccc2/C1=C\C(=O)c1ccccc1 | 0.99 | 0.98 | -3 | 28 | -10 | 1 | 6 | 2 | -7
COc1cc2nc(-c3ccc(Br)o3)oc(=O)c2cc1OC | 0.97 | 1 | 5 | 21 | 2 | 3 | 0 | 0 | 0
c1cnc(NC2CCCCCC2)nc1 | 1 | 0.91 | 0 | 13 | -6 | -2 | -3 | 9 | -1
CC1(C)CC(NC(=O)CCc2ccccc2)CC(C)(C)N1 | 0.99 | 1.1 | -1 | -7 | 7 | 1 | 1 | -5 | -1
COC(=O)C1C(O)=C(C=Nc2ccc(N)cc2)C(=O)CC1(C)C (configuration not stated) | 1.1 | 1.3 | -5 | 13 | -2 | -7 | -81 | -26 | -2
Cc1cnc(C(=O)Oc2ccc(-c3ccccc3)cc2)cn1 | 0.91 | 0.98 | 3 | 20 | 0 | 9 | 0 | 2 | -1
CN(C(=O)c1ccc2c(c1)OCO2)C1CCS(=O)(=O)C1 (configuration not stated) | 1.1 | 0.96 | -2 | 0 | -7 | -12 | 0 | 4 | 4
O=C(c1ccc(S(=O)(=O)N2CCOCC2)cc1)N1CCN(c2ccccn2)CC1 | 1.1 | 1.2 | 0 | 14 | -6 | -6 | -1 | -16 | -2
C=CCCC(=O)N1CCC(CCC(=O)NC2CC2)CC1 | 0.99 | 0.93 | -3 | 7 | -5 | 1 | 1 | 7 | -1
O=C(C1CC(=O)N(c2ccc3c(c2)OCCO3)C1)N1CCN(c2ccccc2O)CC1 (configuration not stated) | 1.1 | 1 | -6 | 2 | -7 | -10 | 1 | -4 | 3
COc1cc(C(=O)NC(=S)Nc2ccc([N+](=O)[O-])cc2)cc(OC)c1OC | 1 | 0.84 | -5 | 14 | -8 | -2 | -6 | 16 | 0
CCCC(=O)Oc1ccc(N(C(=O)CCC)S(=O)(=O)c2cccc([N+](=O)[O-])c2)cc1 | 0.98 | 0.98 | -4 | 1 | -10 | 2 | 5 | 2 | -4
CCOc1cc(C(=O)NCCN2C(=O)S/C(=C\c3cccnc3)C2=O)cc(OCC)c1OCC | 1.1 | 0.87 | -3 | -8 | -8 | -8 | 0 | 13 | -4
O=C(N/N=C/c1c[nH]c2ccc(Br)cc12)c1ccncc1 | 1 | 1 | -2 | -8 | -5 | -2 | 1 | 0 | -3
COc1ccccc1/C=N/N1C(=O)C(CC(=O)Nc2ccc([N+](=O)[O-])cc2OC)SC1=Nc1cccc(C)c1C (configuration not stated) | 0.94 | 0.98 | -3 | 6 | -18 | 6 | nt | 2 | -3
COC(C[C@H]1O[C@@H]1C(=O)COCc1ccccc1)OC | 1.1 | 1 | -2 | 8 | -7 | -5 | nt | -3 | -2
Cc1ccc2c(c1)C(=O)C(=O)N2CC(=O)OC(C)C | 0.94 | 0.94 | -3 | 7 | -3 | 6 | -1 | 6 | -6
O=C(CCCCCn1c(=S)[nH]c2cc3c(cc2c1=O)OCO3)N1CCN(c2ccc(F)cc2)CC1 | 1.3 | 0.95 | -5 | 3 | -3 | -31 | -1 | 5 | -4

As a short view, some entries already given:
SMILES | hIAP act | mIAP act | A3A deaminase | NALP3 yeast inh | A3G deaminase | hIAP block | SENP1 FRET inh | mIAP inh | beta cell repl
COc1ccc(Nc2c(C)cccc2C)cc1 | 1 | 0.95 | 11 | -105 | 12 | 0 | 1 | 5 | -2
N=Nc1c(O)n(CC(=O)Nc2ccccc2)c2ccccc12 | 1.1 | 0.86 | -6 | 31 | -6 | -5 | 4 | 14 | -4

Look-ups from the entries so far:
In mIAP act, CN(C(=O)c1ccc2c(c1)OCO2)C1CCS(=O)(=O)C1 (configuration not stated) has 0.96
In mIAP inh, CCOc1cc(C(=O)NCCN2C(=O)S/C(=C\c3cccnc3)C2=O)cc(OCC)c1OCC has 13
In NALP3 yeast inh, COc1ccccc1/C=N/N1C(=O)C(CC(=O)Nc2ccc([N+](=O)[O-])cc2OC)SC1=Nc1cccc(C)c1C (configuration not stated) has 6

(continued)
SMILES | hIAP act | mIAP act | A3A deaminase | NALP3 yeast inh | A3G deaminase | hIAP block | SENP1 FRET inh | mIAP inh | beta cell repl
CCOC(=O)Cn1ccc(NC(=O)c2ccc(F)cc2)n1 | 0.82 | 0.91 | -2 | 3 | -8 | 18 | 1 | 9 | -5
COc1ccc(OCC(=O)NC(=S)Nc2ccc3c4c(cccc24)CC3)cc1 | 0.96 | 0.94 | -4 | -7 | -8 | 4 | -1 | 6 | -2
CC(C)CN(C(=O)COC(=O)c1ccc(Cl)nc1)c1c(N)n(Cc2ccccc2)c(=O)[nH]c1=O | 1 | 1 | 1 | 16 | 1 | -1 | 0 | -1 | 1
COc1ccc(CNc2nc(-c3cccnc3)nn2C(=O)CC(C)C)cc1 | 1 | 0.92 | -3 | 8 | -8 | -4 | 1 | 8 | 0
O=C(c1cccs1)N1N=C(c2ccccc2)CC1c1ccccc1 (configuration not stated) | 0.84 | 1 | -1 | -5 | -7 | 16 | 1 | -2 | -4
O=C(Nc1cc2c(cc1Br)OCCO2)c1ccc(=O)[nH]c1 | 1 | 0.94 | -3 | 6 | -9 | -4 | -6 | 6 | -3
O=C(Nc1ccccc1F)C(=O)Nc1cccc2ccccc12 | 1 | 0.95 | -1 | 19 | 4 | -1 | 1 | 5 | -2
COc1ccc(-c2c(-c3cc(OC)cc(OC)c3)n(C)c3ccc(-c4ccc5c(c4)OCCO5)cc23)cc1 | 0.94 | 1.1 | -1 | 9 | -5 | 6 | -1 | -11 | -4
Cn1c(=O)oc2cc(S(=O)(=O)NCCC(=O)Nc3ccc4c(c3)OCCO4)ccc21 | 1.4 | 0.91 | 10 | 13 | 2 | -41 | 0 | 9 | -1
CCOC(=O)c1c(NC(=O)CSc2nnc(CNc3ccc(Cl)cc3)o2)sc(C)c1C | 1 | 1.1 | 1 | 3 | 0 | 0 | 2 | -8 | -3
COc1ccccc1-c1coc2c(CN3CCC(C)CC3)c(O)ccc2c1=O | 1.2 | 0.8 | -4 | 17 | 3 | -16 | -4 | 20 | -1
Cc1ccc(S(=O)(=O)N2CCOCC2)cc1C(=O)OCC(=O)NCc1ccccc1 | 1.1 | 0.95 | 0 | 20 | -9 | -14 | -1 | 5 | 1
COc1ccc(C2=NOC(C(=O)Nc3cc(C)on3)C2)cc1OC (configuration not stated) | 0.93 | 0.99 | 4 | -3 | -3 | 7 | 4 | 1 | 1
CCN(Cc1ccccc1)C(c1ccccn1)c1nnnn1C1CCCCC1 (configuration not stated) | 1 | 0.98 | 4 | 9 | -5 | 0 | -2 | 2 | 1
CC1CN(C(=O)Cn2cc(S(=O)(=O)CC(=O)N3CCOCC3)c3ccccc32)CC(C)O1 (configuration not stated) | 1.1 | 0.98 | -2 | 12 | -3 | -10 | 4 | 2 | 2
Cc1ccc2c(c1)CCCN2C(=O)c1cc(C)c(C)s1 | 0.87 | 0.98 | 0 | 52* | -7 | 13 | 1 | 2 | 3
COc1cc2c(O)c3c(c(-c4ccc5c(c4)OCO5)c2cc1OC)C(=O)OC3 | 1.2 | 1 | -2 | -7 | -6 | -18 | -30 | -2 | -5
CN(C)S(=O)(=O)Nc1ccc(Br)cc1F | 1.1 | 1 | -7 | -45 | -8 | -6 | 2 | -5 | -1
Cc1ccc(S(=O)(=O)N(C)CC(=O)NNC(=O)CCNS(=O)(=O)c2cccc(C)c2)cc1 | 1.2 | 0.87 | 1 | 8 | -1 | -24 | 2 | 13 | -2
Cc1cccc(C)c1NC(=O)C(=O)c1cn(C)c2ccccc12 | 0.92 | 0.95 | 1 | 14 | -3 | 8 | 1 | 5 | -2
COc1ccc(CNC(=O)c2c[nH]c3ccccc3c2=O)cc1 | 0.91 | 1 | -1 | 16 | -10 | 9 | 1 | -5 | -1
COc1ccc(NC(=O)c2cc([N+](=O)[O-])ccc2N2CCCCC2)cc1 | 0.87 | 0.9 | -3 | 24 | -5 | 13 | -1 | 10 | 0
O=c1cc(CN2CCc3ccccc32)c2ccc(O)cc2o1 | 0.83 | 0.96 | 0 | -3 | -5 | 16 | -86 | 4 | -1
COc1ccc(-c2cc3c(=O)n(CC(=O)NC4CCN(Cc5ccccc5)CC4)ncn3n2)cc1 | 1.1 | 0.97 | -4 | -10 | -5 | -6 | -9 | 2 | -6
CCCCCCn1cc(C(=O)O)c(=O)c2cc(F)c(N3CCN(C)CC3)cc21 | 1.1 | 1 | 10 | 0 | 0 | -11 | 3 | -4 | -3
COc1ccc(CCNC(=O)C/C(C)=N/NC(=O)c2ccc([N+](=O)[O-])cc2Cl)cc1OC | 1 | 0.92 | 0 | -15 | -6 | 0 | 3 | 8 | 0
CC(C)(C)c1ccc(S(=O)(=O)N2CCC(c3nc4ccc(Cl)cc4[nH]3)CC2)cc1 | 1.2 | 1.4 | -4 | 13 | -8 | -16 | 3 | -42 | -4
CC(NC(=O)c1ccc(F)cc1)c1ccccc1 (configuration not stated) | 0.9 | 0.94 | 3 | -7 | -1 | 10 | 2 | 6 | 2
CCCCc1cc(=O)oc2cc(C)cc(OC(C)C(=O)NC(Cc3c[nH]c4ccc(O)cc34)C(=O)O)c12 (configuration not stated) | 1.2 | 0.84 | 7 | -1 | 8 | -24 | 0 | 16 | -3
CCCn1c(=S)[nH]c2cc(C(=O)N3CCN(c4ccccc4OC)CC3)ccc2c1=O | 0.93 | 0.98 | -5 | 5 | -7 | 7 | -1 | 2 | -4
Cc1[nH]c2ccccc2c1/C=C/C(=O)c1ccccc1 | 0.86 | 0.92 | -2 | 26 | -8 | 14 | -27 | 8 | -1
CC(=O)NS(=O)(=O)c1ccc(NC(=O)CCC(=O)Oc2ccc(C)cc2)cc1 | 1 | 1 | -1 | 6 | -6 | -3 | 2 | -1 | -1
Cc1ccc(N(CC(=O)NC2CCCC2)C(=O)CNC(=O)c2cccs2)c(C)c1 | 0.95 | 1 | -2 | 9 | -9 | 5 | 2 | -4 | 0
O=C(CC1C(=O)N(c2ccccc2)C(=O)N1Cc1ccco1)Nc1ccccc1 (configuration not stated) | 1.1 | 1.2 | -8 | -1 | -4 | -13 | 1 | -21 | 2
O=c1oc2cc(OCc3nn[nH]n3)ccc2c2c1CCCC2 | 0.87 | 1 | -2 | -3 | -4 | 13 | -5 | -4 | -4
COc1ccc(OCCC(=O)N2CCN(C)CC2)cc1 | 0.88 | 1.1 | 6 | 13 | -2 | 12 | 1 | -5 | -2
CC1(C)N=C(c2cccc(F)c2)C(=O)N1 | 0.97 | 1.1 | -7 | -1 | -4 | 3 | 2 | -8 | -4
CCC(CO)NC(=O)c1cc2c(s1)CCC2 (configuration not stated) | 0.95 | 1 | 0 | 10 | -1 | 5 | 1 | -5 | -2
Cc1c(OCC(=O)NCCN2CCOCC2)ccc2c3c(c(=O)oc12)CCC3 | 1.3 | 0.93 | -5 | -3 | -4 | -31 | 1 | 7 | -3
Cc1cc(OCc2n[nH]c(=S)n2-c2ccccc2)ccc1Cl | 0.74 | 0.92 | -5 | 18 | 32 | 26 | 1 | 8 | -5

Source: PubChem BioAssay
